# Bioassay records deposited in PubChem by several laboratories.
# HMGR II inh – inhibitors of E. faecalis class II HMGR, primary screen, biochemical, Enterococcus faecalis | HMG-CoA reductase (Enterococcus faecalis, mvaE) | actives 0.41% (n = 190,000) | AID 1066, 2008 | purified E. faecalis HMGR, NADPH absorbance 340 nm kinetic | inhibition, % at 10 µM;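 active means inhibition above a set limit, the median over all tested compounds plus 3 SD, cut at about 9.5% in these data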;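 further: enzyme runs in reverse so mevalonate oxidation gives rising NADPH absorbance; 0% = complete reaction with DMSO and 100% = background rate lacking mevalonate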
# DTT redox prof – compounds producing H2O2 with reducing agent – biochemical, NIH compound library profiling, artefact control for MLSCN library redox annotation, primary screen. activation, % at 10 µM. actives 0.03% (n = 200,000). AID 878, 2007. DTT-dependent redox cycling H2O2, phenol red/HRP absorbance; 100% = 100 µM peroxide control, 0% = buffer;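 active means activation of at least 50% relative to the plate's high and low controls in the primary single-dose screen; inactive means activation below 50%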;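 further: compound incubated with DTT at 0.8 mM final as the reducing agent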
# ROMK primary – ROMK potassium channel modulators, primary screen, cell-based, thallium flux, MLSMR library; Tet-inducible ROMK, thallium flux fluorescence; actives lie on both sides; actives 2% (n = 130,000); B-score at 10 µM;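 active means signal ratio slope over the read window, or its plate-corrected B-score, at least 3 SD from the plate mean, either direction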;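 further: B-score of the F/F0 ratio slope over 7 to 12 s after thallium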
# Target sequence (P48048 whole entry, looked up): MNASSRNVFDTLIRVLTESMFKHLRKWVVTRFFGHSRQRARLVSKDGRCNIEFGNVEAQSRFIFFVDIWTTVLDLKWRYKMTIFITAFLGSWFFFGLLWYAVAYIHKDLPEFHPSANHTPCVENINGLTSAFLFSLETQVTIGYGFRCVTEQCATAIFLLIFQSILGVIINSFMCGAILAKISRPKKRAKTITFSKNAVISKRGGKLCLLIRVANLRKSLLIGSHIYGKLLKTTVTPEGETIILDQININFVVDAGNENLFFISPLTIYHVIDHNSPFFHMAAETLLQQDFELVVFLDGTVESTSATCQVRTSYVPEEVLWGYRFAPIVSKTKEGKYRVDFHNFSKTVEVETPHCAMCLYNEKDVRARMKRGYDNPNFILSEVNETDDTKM
# PPARg SRC-2 ag – agonists of PPARg-SRC-2 recruitment, primary screen, biochemical, HTS. Peroxisome proliferator-activated receptor gamma (Homo sapiens), P37231. PPARgamma LBD-SRC-2 recruitment. activation, % at 8 µM. actives 0.34% (n = 200,000). AID 1032, 2008; in the data active means activation above about 22%;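 further: 0% = vehicle and 100% = reference agonist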
# Target sequence (P37231 whole entry, looked up, the tested form may be a part): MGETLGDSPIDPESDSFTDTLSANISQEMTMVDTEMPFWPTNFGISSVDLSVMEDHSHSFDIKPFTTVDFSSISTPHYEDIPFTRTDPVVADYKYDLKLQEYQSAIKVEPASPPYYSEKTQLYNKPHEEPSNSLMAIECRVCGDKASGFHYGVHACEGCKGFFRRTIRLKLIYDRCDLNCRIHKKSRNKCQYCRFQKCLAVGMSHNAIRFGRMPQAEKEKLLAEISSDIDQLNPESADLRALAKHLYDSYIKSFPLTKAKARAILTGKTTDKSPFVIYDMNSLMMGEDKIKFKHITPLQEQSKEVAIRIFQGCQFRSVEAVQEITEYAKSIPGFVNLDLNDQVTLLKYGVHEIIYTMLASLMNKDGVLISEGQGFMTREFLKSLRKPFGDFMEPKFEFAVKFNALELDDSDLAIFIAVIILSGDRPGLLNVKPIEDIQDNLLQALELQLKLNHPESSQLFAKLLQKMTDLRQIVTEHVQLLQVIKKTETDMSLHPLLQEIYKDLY
# PPARg SRC3 recr – PPARgamma agonists recruiting SRC-3 coactivator, primary screen, biochemical; Peroxisome proliferator-activated receptor gamma (Homo sapiens), P37231; biochemical PPARgamma/SRC-3 coactivator recruitment assay; activation, % at 8 µM; actives 0.26% (n = 200,000); in the data active means activation above about 23%;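 further: 0% = DMSO and 100% = reference agonist; some compounds past the cut are filed as inactive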
# bIAP inhibitor – bovine intestinal alkaline phosphatase inhibitors, primary screen, selectivity assay for TNAP inhibitor project, biochemical, bovine IAP, CDP-star luminescence; purified bovine IAP, 30 min; alkaline phosphatase, intestinal [Bos taurus]; inhibition, % at 20 µM; 190,000 tested, under 10 active; AID 1019, 2008;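 active means over 50% inhibition of intestinal alkaline phosphatase at 20 µM in the single-dose screen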
#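 System: Purified bovine intestinal alkaline phosphatase (IAP) enzyme | Input: IAP diluted 1/65,000,000 in the well | Also added: CDP-star chemiluminescent phosphatase substrate, 30 µM final | Dosing: 20 µM single dose | Times: Enzyme reaction for 30 min at room temperature | Detection: Luminescence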
# PPARg SRC-1 ag – PPARgamma agonists recruiting SRC-1 coactivator, primary screen, biochemical; Peroxisome proliferator-activated receptor gamma (Homo sapiens), P37231; PPARgamma-SRC-1 coactivator recruitment biochemical assay; activation, % at 8 µM; actives 0.41% (n = 200,000); AID 631, 2007; in the data active means activation above about 19%;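 further: 0% = DMSO and 100% = reference agonist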
# RAM network inh – inhibitors of the yeast RAM network, primary screen, dse1pr::URA3 reporter, 5-FOA selection. S. cerevisiae dse1pr::URA3 reporter, 5-FOA growth OD615, 2 d; analog-sensitive cbk1-as2 kinase mutant strain. inhibition, % at 50 µM. actives 1.8% (n = 190,000). AID 868, 2007;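 active means inhibition above a set limit, 3 SD over mean compound inhibition, cut at about 8.4% in these data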;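 further: 0% = DMSO-only wells with no growth and 100% = 10 µM 1-NA-PP1 full growth; inhibition rescues growth on 5-FOA so higher OD means more RAM inhibition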
# Lmaj promast – Leishmania major promastigote growth inhibition, primary screen; AID 1063, 2008; inhibition, % at 10 µM; Leishmania major promastigotes, resazurin fluorescence viability; actives 9% (n = 200,000); in the data active means inhibition above about 50%;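 further: promastigotes grown with compound for 44 hours at 28 °C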
# S1P3 antagonist – S1P3 receptor antagonists, primary screen, cell-based; CHO S1P3 NFAT-BLA reporter, FRET fluorescence, antagonist mode; inhibition, % at 4.98 µM; actives 0.27% (n = 170,000);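 active means inhibition above the plate cutoff, the mean inhibition of test wells on that plate plus 3 SD, cut at about 28% in these data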;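 further: cells challenged with S1P at its EC80 of 0.8 µM; blue over green emission ratio from cleaved BLA substrate after 4 h stimulation; 0% = S1P-stimulated wells and 100% = unstimulated DMSO-only wells; some compounds past the cut are filed as inactive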
# SRC2 TRFRET art – TR-FRET signal artefacts, primary screen, artefact control for PPARgamma SRC-2 agonist project, biochemical; TR-FRET artefact counter-screen; stronger effect = higher value; TR-FRET ratio at 8 µM; actives 0.4% (n = 200,000); in the data active means TR-FRET ratio above about 2000; further: inactives centre near 1500
# An asterisk follows results filed as active; / = no result given.
no.	smiles	HMGR II inh	DTT redox prof	ROMK primary	PPARg SRC-2 ag	PPARg SRC3 recr	bIAP inhibitor	PPARg SRC-1 ag	RAM network inh	Lmaj promast	S1P3 antagonist	SRC2 TRFRET art
1	COCCNC(=O)Cn1nc(C(F)(F)F)c(Cl)c1C	-1	-0.1	-0.038	11	11	0	9	1.3	-4	0	1500
2	CCCS(=O)(=O)N1CCCC(C(=O)NCc2ccc3c(c2)OCO3)C1 (stereo not drawn)	3	2.3	/	2	2	1	2	1.7	0	-2	1633
3	CCCCN(C)CCCNC(=O)C1CC(=O)N(Cc2ccc(OC)cc2)C1 (stereo not drawn)	2	-0.1	0.017	12	1	-3	6	1.5	-3	/	1703
4	COc1cc(OC)c(C(=O)OCC(=O)Nc2cc(C)on2)cc1OC	1	-1.5	-0.28	1	-2	14	-9	1.2	1	-13	1497
5	CCOC(=O)C1=C(C)NC(=O)C(C#N)C1c1ccncc1 (stereo not drawn)	-6	2.7	/	3	3	5	-1	1.0	-2	-9	1581
6	CCn1c(C)cc(/C=C2\NC(=O)N(CC(=O)Nc3cccc(C)c3)C2=O)c1C	5	1.4	/	3	8	0	8	3.4	-4	/	1665
7	O=C(c1cc2sccc2n1Cc1ccc(F)cc1)N1CCN(c2nc3ccccc3s2)CC1	-3	1.9	-0.76	8	-3	-5	8	2.1	84*	/	2655*
8	Cc1ccc(C(=O)N/C(=C/c2cccnc2)C(=O)O)cc1	0	-0.1	0.84	0	-2	-35	-2	1.8	16	-22	1492
9	COC(=O)c1ccccc1N1C(=O)C2C(C1=O)C1C=CC2C12CC2 (stereo not drawn)	-4	0.8	/	8	3	6	7	0.3	-5	15	1586
10	Cc1ccc(NS(=O)(=O)c2ccccc2Cl)c2c1CC(C)(C)O2	4	0.7	/	1	11	14	2	0.8	13	/	1582
11	COC(=O)c1c(NC(=O)c2ccc(S(=O)(=O)N3CCOCC3)cc2)sc2c1CCN(C)C2	0	-0.4	0.66	17	-9	17	7	-0.6	27	-12	1678
12	O=C(CC1SC(=Nc2ccccc2)N(Cc2ccccn2)C1=O)Nc1ccc(Br)cc1 (stereo not drawn)	-3	-0.1	-0.051	13	6	-11	6	2.8	26	5	1556
13	CCOc1ccc(CCNC(=O)COC(=O)c2ccco2)cc1OCC	4	-1.5	-0.66	0	3	7	-1	-0.4	56*	/	1675
14	Cc1cccc(OCC(=O)NC(C)C(=O)N/N=C/c2c(OCc3ccccc3)ccc3ccccc23)c1 (stereo not drawn)	-1	2.4	-0.81	1	11	-4	10	2.9	28	/	1443
15	CCCCc1c(C)c(C#N)c2[nH]c3ccccc3n2c1=O	-3	0.2	0.18	2	4	11	-1	3.6	65*	/	1474
16	COc1ccc(-c2nnc(SCC(=O)Nc3ccc(Cl)cc3)n2C)cc1	-3	0.0	/	-10	-1	-9	1	3.0	-5	29	1439
17	Cc1c(=O)n(OCc2ccccc2)c2ccccc2[n+]1[O-]	-4	-1.0	0.12	-1	-8	33	2	4.3	-8	-17	1683
18	NC(=O)CNc1ncc(C(F)(F)F)cc1Cl	3	-0.3	0.22	-3	-6	-4	2	0.0	15	-25	1476
19	O=C(CSc1nnc(-c2cccs2)n1-c1cccc(Cl)c1)c1cccc2c1OCCO2	2	0.4	0.85	5	2	8	-2	3.8	8	/	1434
20	CC(OC(=O)C1=Cc2ccccc2OC1)C(=O)NCc1ccco1 (stereo not drawn)	-7	0.5	-0.22	8	0	-6	6	3.0	-8	-12	1635
21	CC1CCN(c2c([N+](=O)[O-])c(=O)oc3ccccc23)CC1	4	0.1	/	-3	3	/	2	1.0	-3	7	1502
22	O=C(O)C1C2C=CC(C2)C1C(=O)NCCc1ccccc1 (stereo not drawn)	1	-4.1	/	-2	-9	6	-5	0.1	-17	17	1380
23	Cc1ccc(OCCN(C)C(=O)CC2C(=O)NCCN2CC(C)(C)C)cc1 (stereo not drawn)	-2	-1.4	-0.87	5	-1	-12	5	2.3	-8	12	1499
24	COC(=O)c1c(NC(NC(=O)C(C)(C)C)C(Cl)(Cl)Cl)sc2c1CCC2 (stereo not drawn)	-1	-5.4	/	8	5	-2	5	3.1	51*	/	1616
25	CC(=O)Nc1sc2c(c1C#N)CCC2	4	2.7	-1.3	7	1	1	8	0.5	-13	6	1682
26	c1ccc2nc(SCc3cn4ccccc4n3)cnc2c1	2	-1.8	0.12	0	0	8	4	0.4	11	-19	1688
27	CC(C)CC(C(=O)OCC(=O)c1c(N)n(C)c(=O)n(C)c1=O)N1C(=O)C2CC=CCC2C1=O (stereo not drawn)	1	-2.1	-0.032	-6	0	-13	-4	1.7	3	17	1592
28	Cc1sc2ncnc(SCC(=O)N(C)C3CCS(=O)(=O)C3)c2c1C (stereo not drawn)	-1	-0.2	0.18	5	-1	2	5	0.1	21	-8	1504
29	CCOC(=O)c1ccc(N/C(=N\S(=O)(=O)c2ccc(F)cc2F)c2ccccc2)cc1	-1	0.3	/	4	-8	22	2	4.5	7	1	1491
30	O=C(NC1CCCCC1)C(c1ccco1)N(Cc1cccnc1)C(=O)C1COc2ccccc2O1 (stereo not drawn)	-3	-0.5	/	10	15	-19	7	0.3	15	-3	1629
31	COc1cc2c(cc1NC(=O)COC(=O)Cn1cnc3ccccc31)oc1ccccc12	-2	0.1	/	5	10	1	10	0.1	2	1	1502
32	CCC(Sc1nc2ccccc2o1)C(=O)Nc1nnc(C)s1 (stereo not drawn)	0	-0.1	0.083	-1	4	3	-2	-0.1	55*	-11	1582
33	CCO/C=C/C(O)(CNC(=O)c1ccc(C(C)(C)C)cc1)C(F)(F)F (stereo not drawn)	-3	-0.4	/	-8	3	6	7	-0.6	36	28	1579
34	CC(=O)c1c(N2CCOCC2)nc(=S)n(-c2cc(C)ccc2C)c1C	1	1.7	/	2	5	1	1	2.2	-5	27	1655
35	C=CCN(CC=C)C(=O)Nc1cc(Cl)ccc1OC	-1	2.6	/	1	1	23	-2	6.9	10	-6	1496
36	COc1cccc(C2C3=C(Nc4[nH]n(-c5ccccc5)c(=O)c42)c2ccccc2C3=O)c1 (stereo not drawn)	-8	0.4	/	15	33*	9	22*	0.9	-6	-8	1497

# Record cards (already shown). Order of screens: HMGR II inh	DTT redox prof	ROMK primary	PPARg SRC-2 ag	PPARg SRC3 recr	bIAP inhibitor	PPARg SRC-1 ag	RAM network inh	Lmaj promast	S1P3 antagonist	SRC2 TRFRET art
# CC(=O)c1c(N2CCOCC2)nc(=S)n(-c2cc(C)ccc2C)c1C as listed: 1	1.7	/	2	5	1	1	2.2	-5	27	1655
# COc1cccc(C2C3=C(Nc4[nH]n(-c5ccccc5)c(=O)c42)c2ccccc2C3=O)c1 (stereo not drawn) as listed: -8	0.4	/	15	33*	9	22*	0.9	-6	-8	1497
# CCC(Sc1nc2ccccc2o1)C(=O)Nc1nnc(C)s1 (stereo not drawn) as listed: 0	-0.1	0.083	-1	4	3	-2	-0.1	55*	-11	1582
# CCO/C=C/C(O)(CNC(=O)c1ccc(C(C)(C)C)cc1)C(F)(F)F (stereo not drawn) as listed: -3	-0.4	/	-8	3	6	7	-0.6	36	28	1579

# Ordered by length of the SMILES (highest first): some entries from above
no.	smiles	HMGR II inh	DTT redox prof	ROMK primary	PPARg SRC-2 ag	PPARg SRC3 recr	bIAP inhibitor	PPARg SRC-1 ag	RAM network inh	Lmaj promast	S1P3 antagonist	SRC2 TRFRET art
27	CC(C)CC(C(=O)OCC(=O)c1c(N)n(C)c(=O)n(C)c1=O)N1C(=O)C2CC=CCC2C1=O (stereo not drawn)	1	-2.1	-0.032	-6	0	-13	-4	1.7	3	17	1592
14	Cc1cccc(OCC(=O)NC(C)C(=O)N/N=C/c2c(OCc3ccccc3)ccc3ccccc23)c1 (stereo not drawn)	-1	2.4	-0.81	1	11	-4	10	2.9	28	/	1443
36	COc1cccc(C2C3=C(Nc4[nH]n(-c5ccccc5)c(=O)c42)c2ccccc2C3=O)c1 (stereo not drawn)	-8	0.4	/	15	33*	9	22*	0.9	-6	-8	1497

# Next structures follow.
no.	smiles	HMGR II inh	DTT redox prof	ROMK primary	PPARg SRC-2 ag	PPARg SRC3 recr	bIAP inhibitor	PPARg SRC-1 ag	RAM network inh	Lmaj promast	S1P3 antagonist	SRC2 TRFRET art
37	Cc1cc(C)c(S(N)(=O)=O)c(C)c1N(C)S(=O)(=O)c1ccccc1	-2	0.4	0.022	4	1	-4	4	-0.2	-1	-1	1525
38	CC(=O)Nc1ccc2nc(SCC(=O)Nc3ccc(N4CCOCC4)c(Cl)c3)sc2c1	-8	-0.5	1.7	3	25	6	7	0.1	20	/	1802
39	Cc1c(CCO)c(=O)n(-c2ccccc2)n1S(=O)(=O)c1ccc(Cl)cc1	-3	0.0	-0.87	2	1	5	-2	0.5	-5	/	1488
40	COC(=O)c1ccccc1Oc1nc(Cl)cc(OC)n1	-6	0.0	-1.2	-3	-3	-11	4	-0.5	-1	20	1539
41	COc1ccccc1NC(=O)c1cc2ccc(O)cc2o/c1=N\O	-2	1.7	0.64	-6	2	10	3	0.8	15	14	1704
42	Cc1ccccc1S(=O)(=O)Cc1ccc(C(=O)NCCCOC(C)C)o1	8	1.6	/	4	-12	6	-9	1.1	-4	-18	1411
43	Clc1ccc(-c2csc3ncnc(NCCN4CCOCC4)c23)cc1	-1	0.3	-1.7	3	3	1	-4	0.3	10	/	1678
44	CCOP(=O)(OCC)C(C#N)=C1SCN(c2ccc(Cl)cc2)CS1	3	-3.7	/	-6	4	-10	-2	0.0	2	/	1559
45	COC(=O)c1c(NC(=O)COC(=O)c2ccc(Cl)cc2[N+](=O)[O-])sc2c1CCCCC2	-5	1.9	/	6	4	12	-1	3.4	-6	-5	1524
46	CC(C)[C@H](NC(=O)c1ccco1)C(=O)OCc1cc(=O)n2c(n1)sc1ccccc12	1	0.0	0.037	0	-1	5	9	2.9	1	-22	1504
47	O=C1CC(c2ccccc2)CC(=NCCO)/C1=C(\O)CCCN1C(=O)c2ccccc2C1=O (stereo not drawn)	-9	-0.4	/	21	6	17	9	3.0	4	1	1774
48	COCC(=O)Nc1nc2ccccc2s1	-9	0.3	1.1	2	-4	8	-2	0.7	3	/	1376
49	CCOCCCNC(=O)COC(=O)/C=C/c1ccc(S(=O)(=O)N2CCc3ccccc32)cc1	-4	-0.5	-0.7	13	5	-3	5	4.9	-1	1	1727
50	Cc1cccc(C)c1OCC(=O)Nc1oc(-c2ccccc2)c(-c2ccccc2)c1C#N	/	1.3	/	5	-16	/	7	/	-4	/	1519
